Screening results (PubChem)
PREPL inh: inhibitors of human prolyl oligopeptidase-like enzyme PREPL. recombinant PREPL, fluorescence polarization activity-based probe. inhibition, % at 5.96 µM. 320,000 tested, 0.68% active; in the data active = inhibition above about 43%;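 note: 0% = enzyme with DMSO and 100% = wells lacking enzyme; many of its hits are not listed in these tables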
ZTA counter: blocks Epstein-Barr virus ZTA, an EBNA-1 counter-screen. inhibition, % at 11 µM. P03206. ZTA-DNA binding, fluorescence polarization. 320,000 tested, 0.15% active; in the data active = inhibition above about 33%
Target sequence (P03206 whole entry, looked up): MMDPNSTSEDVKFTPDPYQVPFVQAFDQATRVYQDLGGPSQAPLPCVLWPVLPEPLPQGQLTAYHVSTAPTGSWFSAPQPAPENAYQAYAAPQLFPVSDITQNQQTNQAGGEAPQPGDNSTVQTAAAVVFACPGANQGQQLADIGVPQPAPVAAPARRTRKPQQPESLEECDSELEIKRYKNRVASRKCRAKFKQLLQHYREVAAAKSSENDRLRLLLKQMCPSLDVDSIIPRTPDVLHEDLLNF
LYPLA1 inh: counter-screen for PME1 inhibitors: inhibitors of human LYPLA1; O75608; recombinant LYPLA1, FP-Rh probe fluorescence polarization; inhibition, % at 5.9 µM; 320,000 tested, 0.16% active;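 active = inhibition above the mean of all tested compounds plus 3 SD, set per campaign, cut at about 14% in these data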;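 note: inhibitors block serine hydrolase probe labeling of LYPLA1 so polarization falls; 0% = enzyme with DMSO and 100% = wells lacking LYPLA1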
Target sequence (O75608 whole entry, looked up): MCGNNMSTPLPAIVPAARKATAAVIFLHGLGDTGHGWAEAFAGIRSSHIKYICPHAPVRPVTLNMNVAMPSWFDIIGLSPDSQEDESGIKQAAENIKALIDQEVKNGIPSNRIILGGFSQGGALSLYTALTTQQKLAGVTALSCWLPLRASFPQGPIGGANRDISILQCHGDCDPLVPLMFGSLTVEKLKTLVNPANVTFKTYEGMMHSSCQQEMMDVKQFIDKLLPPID
PAD4 FP inh: PAD4 (human) enzyme inhibition; 330,000 tested, 0.41% active; inhibition, % at 6.36 µM; Q9UM07; AID 485272; recombinant PAD4, RCA probe fluorescence polarization;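 active = percent inhibition above a cutoff equal to the mean of all tested compounds plus 3 SD, cut at about 15% in these data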;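 note: 0% = PAD4 with RCA probe and DMSO and 100% = probe without PAD4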
EBNA-1 inh: blocks EBNA-1 binding to DNA | EBNA-1 DNA binding, fluorescence polarization | inhibition, % at 14.8 µM | 300,000 tested, 0.34% active | AID 1950; in the data active = inhibition above about 28%
PAFAH1B3 FP inh: PAFAH1B3 (human) inhibition | inhibition, % at 3.39 µM | recombinant PAFAH1B3, FP-rhodamine probe, fluorescence polarization | 340,000 tested, 0.28% active | Q15102 | AID 492972;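 active = inhibition above the screen-wide average of all tested compounds plus 3 SD, cut at about 25% in these data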;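 note: 0% = enzyme with DMSO only and 100% = wells lacking PAFAH1B3 protein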
Target sequence (Q15102 whole entry, looked up): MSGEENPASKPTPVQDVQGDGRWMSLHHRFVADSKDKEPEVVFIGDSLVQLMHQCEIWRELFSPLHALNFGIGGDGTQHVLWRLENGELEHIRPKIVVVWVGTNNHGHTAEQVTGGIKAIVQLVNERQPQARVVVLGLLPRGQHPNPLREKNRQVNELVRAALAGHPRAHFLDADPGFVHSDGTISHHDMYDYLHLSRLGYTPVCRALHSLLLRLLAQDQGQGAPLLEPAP
LYPLA2 inh: blocks human lysophospholipase 2, a PME1 counter-screen; O95372; recombinant LYPLA2, FP-Rh probe fluorescence polarization; inhibition, % at 5.9 µM; 320,000 tested, 0.38% active;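 active = inhibition above the screen-wide mean plus 3 SD, limit set per campaign, cut at about 26% in these data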;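 note: 0% = LYPLA2 with DMSO and 100% = wells lacking LYPLA2 enzyme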
GSTO1 inh: blocks human GSTO1 in RBBP9 counter-screen | 300,000 tested, 1.1% active | recombinant GSTO1, activity-based probe fluorescence polarization | AID 1974 | inhibition, % at 5.96 µM | P78417;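 active = inhibition above the campaign mean inhibition plus 3 SD, cut at about 35% in these data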;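 note: 0% = GSTO1-1 with DMSO and 100% = wells lacking GSTO1-1 enzyme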
Target sequence (P78417 whole entry, looked up): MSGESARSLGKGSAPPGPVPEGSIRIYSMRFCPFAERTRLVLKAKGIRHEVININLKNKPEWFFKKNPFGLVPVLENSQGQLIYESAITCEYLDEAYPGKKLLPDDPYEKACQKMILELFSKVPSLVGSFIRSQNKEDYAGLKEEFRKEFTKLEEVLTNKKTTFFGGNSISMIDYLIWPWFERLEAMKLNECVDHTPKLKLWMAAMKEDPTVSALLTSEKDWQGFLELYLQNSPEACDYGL
PAFAH2 inh: PAFAH2 (human) inhibition; inhibition, % at 3.39 µM; recombinant PAFAH2, FP-rhodamine activity probe, fluorescence polarization; 340,000 tested, 0.99% active; AID 492956;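 active = inhibition above the mean over all tested compounds plus 3 SD, cut at about 30% in these data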;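 note: inhibitors block probe labeling of enzyme so polarization drops; 0% = enzyme with DMSO and 100% = wells lacking PAFAH2 protein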
Numbers without * were called inactive; x = no result given; + = active, no number; & = joins results of further samples. An excerpt; the hit share may differ from the screen's.

nr	structure	PREPL inh	ZTA counter	LYPLA1 inh	PAD4 FP inh	EBNA-1 inh
1	O=C(c1ccccc1Br)N1CCN(c2ccc([N+](=O)[O-])c(N3CCOCC3)c2)CC1	13	-4	-2	4	2
2	CC(=O)c1ccc(NC(=S)NC(NC(=O)c2ccco2)C(Cl)(Cl)Cl)cc1 (stereo not drawn)	-1	-3	-16	-6	9
3	COc1ccc2c(C(=O)CN3CCN(CCO)CC3)c[nH]c2c1	7	-21	-3	-3	12
4	COc1ccc(OC)c(-c2nc(CN3CCN(C(=O)c4ccco4)CC3)c(C)o2)c1	-4	6	1	-1	-1
5	Cc1ccc(Nc2nnc(SCC(=O)Nc3ncc(S(=O)(=O)c4ccc([N+](=O)[O-])cc4)s3)s2)cc1	0	-1	-5	0	6
6	O=C(Nc1ccccc1C(=O)NCC1CCCO1)c1ccco1 (stereo not drawn)	2	-2	-2	-2	9
7	CN=C1S/C(=C\c2ccc(Cl)cc2)C(=O)N1C	-11	6	-1	-2	7
8	O=C1C(=O)N(Cc2ccncc2)C(c2ccccc2F)/C1=C(\O)c1ccc2c(c1)OCCO2 (stereo not drawn)	8	0	-4	2	-1
9	CCCCn1c(N)c(N(CC(C)C)C(=O)C2=COCCO2)c(=O)[nH]c1=O	9	-9	-1	-1	x
10	CCOC(=O)c1cc(NC(=O)SCC(=O)O)c(C)nc1C	8	-5	4	2	-5

nr	PAFAH1B3 FP inh	LYPLA2 inh	GSTO1 inh	PAFAH2 inh
1	4	8	14	-2
2	0	-18	-35	-11
3	8	2	-7	0
4	5	0	-5	6
5	0	3	0	-11
6	-1	1	6	-1
7	0	4	3	6
8	7	3	1	1
9	9	-1	x	-2
10	0	4	0	1

Further records.
nr	structure	PREPL inh	ZTA counter	LYPLA1 inh	PAD4 FP inh	EBNA-1 inh
11	Cc1cc2ncn(CCC(=O)NC3CCCC3)c2cc1C	-7	-8	2	-4	-3
12	CN(C)c1ccc(N=Cc2ccco2)cc1	31	+	-3	21*	+
13	CCC1(c2ccccc2)NC(=O)N(CC(=O)Nc2ccccc2C(=O)NC2CC2)C1=O (stereo not drawn)	-6	20	5	0	4
14	Cn1nc([N+](=O)[O-])nc1Oc1ccc(C(C)(C)C)cc1	2	-6	0	-1	-10
15	Cc1nn(CC(=O)N(CC(C)C)C2CCS(=O)(=O)C2)c(C)c1[N+](=O)[O-] (stereo not drawn)	15	x	x	1	x
16	O=C(Cn1ccc2ccccc2c1=O)NCCC(=O)NC1CCN(Cc2ccccc2)CC1	17	16	-2	7	9
17	Clc1cncc(Cl)c1NNc1c2ccccc2nc2ccccc12	-3	0	1	-2	-2
18	CC12CC(c3ccccc3O1)C(C(=O)N1CCOCC1)C(=O)N2 (stereo not drawn)	-6	-7	-2	-2	-1
19	CC1=C(C(=O)NC2CCC(C)CC2)C2(CCC(C)CC2)OC1=O (stereo not drawn)	-4	5	0	-6	-4
20	COc1ccc(CCNC(=O)/C=C/c2ccco2)cc1OC	-13	-1	-2	2	-6

nr	PAFAH1B3 FP inh	LYPLA2 inh	GSTO1 inh	PAFAH2 inh
11	x	0	3	x
12	6	2	73*	2
13	9	3	4	9
14	-4	4	4	-2
15	3	x	x	-1
16	3	-6	1	0
17	-1	0	1	-3
18	6	-1	-4	1
19	3	-4	5	-3
20	6	-3	8	-3

Of the compounds above, these have a carbonyl joined to an NH by a bond outside any ring.
nr	structure	PREPL inh	ZTA counter	LYPLA1 inh	PAD4 FP inh	EBNA-1 inh
2	CC(=O)c1ccc(NC(=S)NC(NC(=O)c2ccco2)C(Cl)(Cl)Cl)cc1 (stereo not drawn)	-1	-3	-16	-6	9
5	Cc1ccc(Nc2nnc(SCC(=O)Nc3ncc(S(=O)(=O)c4ccc([N+](=O)[O-])cc4)s3)s2)cc1	0	-1	-5	0	6
6	O=C(Nc1ccccc1C(=O)NCC1CCCO1)c1ccco1 (stereo not drawn)	2	-2	-2	-2	9
10	CCOC(=O)c1cc(NC(=O)SCC(=O)O)c(C)nc1C	8	-5	4	2	-5
11	Cc1cc2ncn(CCC(=O)NC3CCCC3)c2cc1C	-7	-8	2	-4	-3
13	CCC1(c2ccccc2)NC(=O)N(CC(=O)Nc2ccccc2C(=O)NC2CC2)C1=O (stereo not drawn)	-6	20	5	0	4
16	O=C(Cn1ccc2ccccc2c1=O)NCCC(=O)NC1CCN(Cc2ccccc2)CC1	17	16	-2	7	9
19	CC1=C(C(=O)NC2CCC(C)CC2)C2(CCC(C)CC2)OC1=O (stereo not drawn)	-4	5	0	-6	-4
20	COc1ccc(CCNC(=O)/C=C/c2ccco2)cc1OC	-13	-1	-2	2	-6

nr	PAFAH1B3 FP inh	LYPLA2 inh	GSTO1 inh	PAFAH2 inh
2	0	-18	-35	-11
5	0	3	0	-11
6	-1	1	6	-1
10	0	4	0	1
11	x	0	3	x
13	9	3	4	9
16	3	-6	1	0
19	3	-4	5	-3
20	6	-3	8	-3

Next section:
nr	structure	PREPL inh	ZTA counter	LYPLA1 inh	PAD4 FP inh	EBNA-1 inh
21	Cc1cc(=O)[nH]c(SCC(=O)N2CCCC(C)C2)n1 (stereo not drawn)	0	-7	-1	2	-13
22	O=C(COC(=O)COc1ccccc1[N+](=O)[O-])NC1CCCC1	0	-11	1	-2	-11
23	O=C1CC(c2ccccc2)CC(O)=C1C=NCCN1CCN(C(=O)Nc2ccccc2)CC1 (stereo not drawn)	11	2	1	0	1
24	O=C(O)c1cccc(-n2cccc2/C=C2/SC(=O)N(CC(=O)N3CCCC3)C2=O)c1	1	-9	-3	-4	-12
25	CC(C)CN(C(=O)CSc1nnc(-c2ccco2)o1)c1c(N)n(Cc2ccccc2)c(=O)[nH]c1=O	11	-16	-2	-2	4
26	O=C(O)c1cc(Br)ccc1NS(=O)(=O)c1cccc2nsnc12	3	-5	-2	2	-2
27	Cn1c(CNS(=O)(=O)c2ccc(Cl)cc2)cc(=O)n(C)c1=O	7	5	1	-3	2
28	O=C(CCCC(=O)NC1CCCC1)NC1CCCC1	-3	13	0	-4	8
29	COC(=O)c1c(C(=O)c2ccc(Br)cc2)n(C)c2ccccc12	8	-3	-1	1	x
30	COc1ccc(CCNC(=O)C2CCN(S(=O)(=O)c3cccc4cccnc34)CC2)cc1OC	4	-17	3	2	5

nr	PAFAH1B3 FP inh	LYPLA2 inh	GSTO1 inh	PAFAH2 inh
21	-1	-3	0	1
22	4	5	1	8
23	0	-3	3	5
24	14	4	5	6
25	1	2	1	-2
26	2	6	4	13
27	0	-7	1	5
28	1	-4	2	0
29	-4	5	x	5
30	12	6	-2	-7

(listing goes on)
nr	structure	PREPL inh	ZTA counter	LYPLA1 inh	PAD4 FP inh	EBNA-1 inh
31	COc1ccc(Cn2c(CO)cnc2SCC(=O)Nc2cc(C)on2)cc1	2	7	3	-5	8
32	c1ccc(-c2csc(=Nc3cccnc3)n2CC2CCCO2)cc1 (stereo not drawn)	11	-1	0	-2	9
33	CS/C(=N\S(=O)(=O)c1cccs1)Nc1cccc(Cl)c1C	-1	10	-2	-2	10
34	COc1cc(NC(=S)N2CCN(c3ccccn3)CC2)cc(OC)c1OC	9	5	-1	-7	3
35	O=C(O)CCC(=O)c1ccc2c(c1)OCCO2	-8	-11	-3	4	9
36	CN(CC1CCCN(CCc2ccc(Cl)cc2)C1)C(=O)c1ccoc1 (stereo not drawn)	7	-8	0	0	-4
37	Cc1ccc(NC(=S)Nc2ccc3nc(-c4ccccn4)c(-c4ccccn4)nc3c2)cc1C	44*	6	-2	-15	-3
38	O=C1c2ccccc2C(Nc2ccc(Cl)cn2)N1c1cccnc1 (stereo not drawn)	7	-18	1	-1	12
39	O=C(CCc1c[nH]c2ccccc12)N=Nc1c(O)[nH]c2ccccc12	22	2	-5	0	-7
40	COC(=O)c1nn(-c2ccccc2)c(Cl)c1/C=N/OCc1ccc(Cl)cc1Cl	2	-1	-2	0	5

nr	PAFAH1B3 FP inh	LYPLA2 inh	GSTO1 inh	PAFAH2 inh
31	5	2	3	6
32	7	2	-2	10
33	5	-6	-1	0
34	0	-1	6	3
35	11	-3	4	12
36	3	0	-1	4
37	3	4	7	0
38	3	7	2	0
39	-3	3	6	3
40	-1	-2	0	-4

(continued)
nr	structure	PREPL inh	ZTA counter	LYPLA1 inh	PAD4 FP inh	EBNA-1 inh
41	CCC(C)N1CC23C=CC(O2)C(C(=O)OCc2ccccc2)C3C1=O (stereo not drawn)	0	22	-3	-1	4
42	COc1ccc(-c2nnc(Nc3ccc(CC(N)=O)cc3)c3ccccc23)cc1	12	-7	3	1	5
43	O=C(CCCCCn1c(=S)[nH]c2cc3c(cc2c1=O)OCO3)N1CCN(C(=O)c2ccco2)CC1	12	14	-1	-1	14
44	CC(C)OP(=O)(OC(C)C)C(Nc1ccccc1)c1ccc2c(c1)OCO2 (stereo not drawn)	-3	-19	0	1	-16
45	CCc1c(C)nc(SCC(=O)N2CCCCC2)[nH]c1=O	-3	-9	-3	2	-10
46	CCOC(=O)c1cc2c(=O)n3cccc(C)c3nc2n(Cc2ccco2)c1=NC(=O)c1ccccc1	-10	-4	-4	-1	-9
47	COc1ccc(OCC(O)CNC(C)c2ccccc2)cc1 (stereo not drawn)	8	-13	1	2	4
48	CCOc1ccc2oc(C(=O)Nc3ccc4c(c3)OCO4)c(C)c2c1	22	9	-4	5	8
49	COc1cc(C=O)cc(Br)c1OCC(N)=O	-1	6	-2	1	0
50	COC(=O)c1c(NC(=O)CCC(=O)O)sc(Cc2ccccc2)c1C	1	15	-1	-4	3

nr	PAFAH1B3 FP inh	LYPLA2 inh	GSTO1 inh	PAFAH2 inh
41	0	1	-2	0
42	-3	-1	6	0
43	5	4	19	-4
44	2	5	2	-6
45	11	6	3	0
46	3&6	-9	-4	2&6
47	8	4	5	2
48	14	2	0	1
49	9	4	8	1
50	10	5	10	4

Carrying on.
nr	structure	PREPL inh	ZTA counter	LYPLA1 inh	PAD4 FP inh	EBNA-1 inh
51	CCn1ccnc1[C@@H]1C[C@H]2CN(Cc3cccc(Cl)c3)C(=O)[C@]23CCCN13	8	-10	0	-3	-8
52	Cc1cc(C(=O)OCC(=O)Nc2ncc(C(F)(F)F)cc2Cl)c(C)o1	15	2	0	2	2
53	Cc1ccc(NC(=O)CC(NC(=O)c2ccccc2Cl)c2ccccc2)nc1 (stereo not drawn)	-2	2	-3	-1	x
54	COc1cc(/C=N/n2cnc3c(sc4nc(C)cc(C)c43)c2=O)ccc1O	11	0	1	1	9
55	Cc1cc(Br)ccc1OCCN1CCCC1	-1	7	-2	1	9
56	COc1ccc(NC(=O)Cn2nnc(C(=O)Nc3ccc(F)c(Cl)c3)c2N)cc1	4	-6	-14	-5	-11
57	Cc1nc2c(-c3ccccc3)c(C)nn2c(C)c1CCC(=O)NC(C)CCc1ccco1 (stereo not drawn)	13	8	1	-2	10
58	C#CCOCCOCCOCCNc1nc(N2CCOCC2)nc(N2CCN(C(=O)CCCCCCCCCCNC(=O)[C@@H](CCSC)n3cc(CCO)nn3)CC2)n1	5	-20	3	-2	-2
59	COc1ccc(NC(=O)CSc2nnc(NC(=O)C3CCC3)s2)c(OC)c1	0	15	1	2	7
60	CCOC(=O)C1(O)CC(C)=NN1C(=O)c1cccc(Br)c1 (stereo not drawn)	0	3	1	-4	-6
61	O=C(O)c1ccc(-c2ccc(-c3ccccc3)cc2)s1	-10	6	-7	-6	1
62	Cc1cccn2c(=O)nc(SCC(=O)N3CCCC3)nc12	-11	0	3	2	-3

nr	PAFAH1B3 FP inh	LYPLA2 inh	GSTO1 inh	PAFAH2 inh
51	12	5	-3	-3
52	1	6	4	6
53	1	-3	x	3
54	x	9	2	x
55	4	1	4	-2
56	-1	-23	1	-14
57	-4	4	8	-3
58	2	22	-9	2
59	9	-1	-2	5
60	4	-1	13	-6
61	3	11	-3	-4
62	-3	6	4	9
